High-throughput results as filed in PubChem BioAssay.
SENP7 block: SENP7 protease inhibition; AID 434973; recombinant SENP7, Z-RLRGG-aminoluciferin luminescence, 40 min; 330,000 compounds, 1.5% hits; Q9BQF6; inhibition, % at 5 µM;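 active = inhibition above about 50% at the single test dose, limit read from the data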;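 also: plate controls were DMSO with enzyme for no effect and no enzyme buffer wells for full effect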
Target sequence (Q9BQF6 706-1050 limits assumed): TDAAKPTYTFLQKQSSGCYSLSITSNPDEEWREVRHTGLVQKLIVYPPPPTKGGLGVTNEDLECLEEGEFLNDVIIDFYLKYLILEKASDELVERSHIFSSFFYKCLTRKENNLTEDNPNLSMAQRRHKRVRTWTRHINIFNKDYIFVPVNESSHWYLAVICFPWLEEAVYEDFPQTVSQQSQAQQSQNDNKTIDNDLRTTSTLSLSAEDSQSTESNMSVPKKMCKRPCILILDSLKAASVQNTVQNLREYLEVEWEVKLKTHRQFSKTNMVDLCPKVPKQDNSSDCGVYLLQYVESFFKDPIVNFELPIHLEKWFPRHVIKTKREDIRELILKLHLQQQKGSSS
SENP6 inh: blocks the human protease SENP6. 330,000 compounds, 1.8% hits. Recombinant SENP6 catalytic domain, aminoluciferin luminescence. AID 2599. inhibition, % at 10 µM;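 active = inhibition above about 50% at the single tested dose, limit read from the data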;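 also: plate controls were DMSO wells with enzyme for no effect and DMSO wells lacking enzyme for full effect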
Apaf1 inhib: inhibitors of human Apaf-1 apoptosome; AID 489030; O14727; 330,000 compounds, 0.71% hits; reconstituted apoptosome caspase-3 activity, DEVD-Rh110 fluorescence; inhibition, % at 20 µM; active = inhibition of at least 40% at 20 µM;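 also: plate controls were DMSO wells for no effect and DEVD-CHO caspase inhibitor wells for full effect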
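Material: reconstituted apoptosome with Apaf-1, cytochrome c, caspase-9, procaspase-3, dATP / Buffer or medium: pH 7.5 Hepes buffer with CHAPS, BSA, DTT / Also added: cytochrome c with DEVD-Rh110 / Schedule: compound with Apaf-1, dATP, procaspase-3 30 min, then 50 min reaction, room temperature / Technique: rhodamine 110 fluorescence at Ex 480/Em 540 nm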
SENP8 block-1: inhibitors of human SENP8 protease. purified SENP8, Z-RLRGG-aminoluciferin cleavage, luminescence. AID 2540. inhibition, % at 10 µM. Q96LD8. 330,000 compounds, 1.2% hits; in the data active = inhibition above about 50%
Target sequence (Q96LD8 whole entry, looked up): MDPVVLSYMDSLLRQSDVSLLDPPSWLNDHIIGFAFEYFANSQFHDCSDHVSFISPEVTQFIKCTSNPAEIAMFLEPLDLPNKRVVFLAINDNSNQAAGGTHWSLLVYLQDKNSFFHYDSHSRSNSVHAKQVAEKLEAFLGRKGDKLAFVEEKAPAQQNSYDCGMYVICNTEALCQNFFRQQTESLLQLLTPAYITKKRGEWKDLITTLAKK
SENP1 inh: blocks the human SENP1 SUMO protease catalytic domain; Q9P0U3; inhibition, % at 10 µM; 360,000 compounds, 0.21% hits; recombinant SENP1 catalytic domain, CyPet-SUMO1-YPet FRET cleavage;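 active = inhibition at least 30% at 10 µM, raw YFP signal under a set limit, fluorescence ratio 0.5 to 1.5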;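 also: 0% = enzyme with DMSO and 100% = no enzyme wells; some results filed as inactive read as strong as hits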
Target sequence (Q9P0U3 419-644 limits assumed): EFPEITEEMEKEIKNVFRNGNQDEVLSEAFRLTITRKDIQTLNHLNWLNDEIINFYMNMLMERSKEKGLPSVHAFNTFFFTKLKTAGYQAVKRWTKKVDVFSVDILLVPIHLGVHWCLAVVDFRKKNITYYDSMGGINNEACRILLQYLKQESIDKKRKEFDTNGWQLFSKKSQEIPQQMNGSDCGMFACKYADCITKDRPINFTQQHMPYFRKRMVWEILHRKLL
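Test system: hSENP1 catalytic domain, recombinant; Amount: 20 pM final SENP1 enzyme; Medium: Tris pH 8 buffer plus EDTA, NaCl, BME, BSA, NP40, catalase; Schedule: 50 min enzyme reaction, room temperature, light-protected; Technique: FRET fluorescence in CFP and YFP emission channels; Controls: no-enzyme wells low, DMSO-plus-enzyme wells high control.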
PfG6PD inh: PfG6PD (Plasmodium falciparum) enzyme inhibition; PfGluPho enzyme, NADPH resazurin-diaphorase fluorescence; 350,000 compounds, 0.78% hits; inhibition, % at 20 µM;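 active = inhibition reaching at least a set limit at 20 µM in the primary screen, cut at about 59% in these data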;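 also: 0% = DMSO wells with substrate and 100% = DMSO wells lacking glucose-6-phosphate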
HKDC1 inh: blocks human hexokinase HKDC1 activity; Q2TB90; recombinant HKDC1, G6PDH/diaphorase resazurin coupled fluorescence; 340,000 compounds, 0.16% hits; AID 493160; inhibition, % at 20 µM;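 active = inhibition above about 35% when tested at 20 µM, limit read from the data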;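 also: plate controls were DMSO wells with enzyme for no effect and DMSO wells lacking enzyme for full effect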
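Incubation: 90 min at room temperature in dark / Material: recombinant HKDC1 (HK5) hexokinase enzyme, produced in-house / Quantity: enzyme 5 µg/mL final / Compound: one dose of 20 µM, 1% DMSO / Reagent: glucose and ATP substrates / Buffer or medium: Tris pH 8.0 buffer with MgCl2, Tween-20, BSA, BME / Technique: resorufin fluorescence at 613 nm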
SENP8 block-2: blocks human SENP8 cleavage of Nedd8 substrate; 360,000 compounds, 0.64% hits; recombinant SENP8, Nedd8 substrate fluorescence; inhibition, % at 20 µM; AID 602440; Q96LD8; in the data active = inhibition mostly above about 40%, no sharp cut-off; inactive = mostly below about 27%
* = called active by the depositor; / = not tested or not shown; & = joins results of further samples.

SMILES	SENP7 block	SENP6 inh	Apaf1 inhib	SENP8 block-1	SENP1 inh	PfG6PD inh	HKDC1 inh	SENP8 block-2
CC(C)(C)S(=O)N1Cc2cn(Cc3ccccc3)c(=O)cc2[C@@H]1CCO (stereo partly drawn)	/	/	/	/	-1	-23	-1	-38
COCc1cc(=O)n2[nH]c(C)c(-c3ccccc3)c2n1	3	-11	-4	-11	1	7	-2	-310
COc1ccccc1C(CNC(=O)C1CC(=O)N(Cc2ccccc2)C1)N1CCCC1 (stereo not drawn)	-10	-1	1	-12	-5	-3	3	-1
Cc1ccc(S(=O)(=O)NC(C)C(=O)Nc2ccc(C(N)=O)cc2)cc1 (stereo not drawn)	-1	0	2	5	2	3	-4	16
O=C(CN1C(=O)NC2(CCCCCC2)C1=O)c1ccc(Cl)cc1	-9	-5	13	-6	0	-9	2	13
Cc1[nH]c2ccccc2c1C(=O)Cn1c(=O)oc2ccccc21	-11	-5	-10	-4	-1	28	-1	14
C/C(=N\NC(=O)c1ccc(Br)o1)c1cc2c(cc1NC(=O)CCC(=O)O)OCO2	0	-2	8	3	1	-17	-2	-56
Cc1ccc(OCc2ccc(C(=O)NCC3CCCO3)cc2)cc1 (stereo not drawn)	-5	2	-2	-5	-1	-11	1	-340
COc1ccc(CN(CC(=O)NCC2CCCO2)C(=O)CCC(=O)Nc2cc(C)ccn2)cc1 (stereo not drawn)	/	/	/	/	4	18	-7	27
COC(=O)c1ccc(OC(=O)c2cccnc2)cc1	-3	0	-2	-2	2	-15	4	18
O=C(CCC(=O)NC1CCN(Cc2ccccc2)CC1)NCc1ccco1	5	8	16	3	-1	-7	-8	13
O=S(=O)(c1cccc(C(F)(F)F)c1)N(CCCN1CCOCC1)Cc1cccs1	-4&4	0&12	4&9	3&-3	-6&-2	-7&-12	-4&-3	-7&-99
Cc1ccc(Cl)c(NC(=O)COC(=O)c2nn(-c3ccccc3)cc2O)c1Cl	-10	-16	19	-19	-4	5	-5	-194
O=C(NCc1ccccc1)C(=O)NCC1OCCN1C(=O)c1ccc(Cl)cc1 (stereo not drawn)	-5	15	-5	-3	-3	0	-9	12
CCOC(=O)/C(C#N)=C1/C=Nc2ccccc2N1	13	23	5	6	-4	-3	4	35

Five compounds from above, arranged by length of the SMILES, ascending:
SMILES	SENP7 block	SENP6 inh	Apaf1 inhib	SENP8 block-1	SENP1 inh	PfG6PD inh	HKDC1 inh	SENP8 block-2
COC(=O)c1ccc(OC(=O)c2cccnc2)cc1	-3	0	-2	-2	2	-15	4	18
COCc1cc(=O)n2[nH]c(C)c(-c3ccccc3)c2n1	3	-11	-4	-11	1	7	-2	-310
Cc1ccc(S(=O)(=O)NC(C)C(=O)Nc2ccc(C(N)=O)cc2)cc1 (stereo not drawn)	-1	0	2	5	2	3	-4	16
COc1ccccc1C(CNC(=O)C1CC(=O)N(Cc2ccccc2)C1)N1CCCC1 (stereo not drawn)	-10	-1	1	-12	-5	-3	3	-1
C/C(=N\NC(=O)c1ccc(Br)o1)c1cc2c(cc1NC(=O)CCC(=O)O)OCO2	0	-2	8	3	1	-17	-2	-56

Continued.
SMILES	SENP7 block	SENP6 inh	Apaf1 inhib	SENP8 block-1	SENP1 inh	PfG6PD inh	HKDC1 inh	SENP8 block-2
CCOc1nc(-c2ccccc2)ccc1-c1noc(-c2ccncc2)n1	-10	-19	8	-12	-7	7	1	-100
NC(=O)c1ccsc1NC(=O)c1ccc(N2CCCC2=O)cc1	89*	90*	-13	87*	-12	30	-2	-286
O=C(Nc1cccn(Cc2c(Cl)cccc2Cl)c1=O)c1c(Cl)cccc1Cl	6	18	-9	11	-5	9	1	10
O=C(/C=C/c1ccccc1[N+](=O)[O-])Oc1ccccc1	2	18	9	-27	/	/	/	/
CCCCc1c(C)[nH]c(C(=O)OCC)c1C	-5	-5	-5	4	-1	0	4	-6
Cc1ccccc1-n1c(SCc2c(C)noc2C)nnc1-c1c[nH]c2ccccc12	11	-21	15	-7	2	7	-8	24
C=CCNC(=O)c1cc2sccc2n1C	-1	2	-3	3	2	-13	-8	7
CC(C)CNC(=O)COC(=O)/C=C/c1ccccc1[N+](=O)[O-]	-2	-2	-10	-1	0	-3	5	15
COc1ccc(Cl)cc1NC(=S)N(CCCN1CCOCC1)Cc1cn(C)c2ccccc12	-3	-23	16	-14	1	55	-4	12
O=C(c1ccc(S(=O)(=O)Cc2cc(F)ccc2F)c([N+](=O)[O-])c1)N1CCCC1	1	-2	-12	1	-2	-25	8	18
O=S(=O)(c1cccc(NC(=S)N2CCN(c3ccc(F)cc3)CC2)c1)C(F)F	0	11	22	5	3	20	-4	2
COc1ccccc1N=c1oc2cc(O)ccc2cc1C(N)=O	0	91*	4	50	-23	-9	-3	-285
CCOC(=O)c1cn[nH]c1N	5	-62	-6	-3	1	-11	-8	2
Cc1ccccc1NC(=S)NCC1CCC(CNC(=S)Nc2ccccc2C)CC1 (stereo not drawn)	-1	-32	10	1	-2	10	-1	22
COc1cccc(CN2CCN(C(=O)c3cccc4ccccc34)CC2)c1	4	15	5	3	-2	0	-2	9
CC(=O)c1cc2c(cc1N/C(=N/S(=O)(=O)c1ccc(C)cc1)c1ccc(Cl)cc1)OCO2	5	20	5	5	-22	-16	-15	-52
O=C(Nc1cccc(Cl)c1)N1CCCC1	-1	-12	2	-7	0	4	-1	3
C[C@@H](C(=O)NCCc1ccccc1)N1C(=O)N2CCc3c([nH]c4ccccc34)[C@@]2(C)C1=O	1	-3	7	-4	1	10	-1	11
CCn1c(SCC(=O)NCCOc2ccccc2)nc2ccccc2c1=O	-1	-15	-7	-4	3	25	-3	20
COc1ccccc1N(C)S(=O)(=O)c1ccc(Cl)c(C(=O)OCc2c(C)noc2C)c1	-1	3	14	4	2	-11	9	5
CS(=O)(=O)N(CC(=O)N1CCN(Cc2ccccc2)CC1)c1ccc2c(c1)OCCO2	0	3	-4	0	1	10	-8	15
CSc1ccccc1OCc1cc(C(=O)N2CCc3c(Cl)cccc3C2)no1	-1	7	19	11	0	3	-1	12
c1ccc(Cn2nnnc2CN2CCOCC2)cc1	-7	5	5	-2	0	-17	-2	16
CC1(C)C(C=C(Cl)Cl)C1C(=O)Nc1ccc(S(=O)(=O)Nc2ncccn2)cc1 (stereo not drawn)	-3	-4	2	8	2	-7	3	13
CC(=O)Nc1ccc(S(=O)(=O)N(C)c2ccc(OCC(=O)OCC(=O)NCc3ccco3)cc2)cc1	-2	-16	-26	5	1	-1	-4	16
Cc1ccc(CN(C)C(=O)c2cc(Br)c(Br)s2)o1	6	-9	14	4	-6	1	3	5
CCOc1ccc(S(=O)(=O)NCCC(=O)N2CCCN(C)CC2)cc1	13	-5	-8	-6	2	-8	1	11
Cn1nccc1NC(=O)Nc1ccc(OC(F)(F)F)cc1	-1	-13	-7	-19	-1	6	-3	15
CCOC(=O)N1CCC(N2C(=O)c3ccccc3C2Nc2cc(OC)c(OC)c(OC)c2)CC1 (stereo not drawn)	-3	0	-8	3	-3	47	3	-2
CN(C)c1ccc(/C=N/NC(=O)c2ccc3nc[nH]c3c2)cc1	2	-19	-10	3	-13	10	0	-419
CC1CCN(S(=O)(=O)c2ccc(NC(=O)CN3CCCC3)cc2)CC1	-4	0	0	4	1	-4	-5	3
CCOc1ccc(N/C(=C(/C(Cl)=C(Cl)Cl)[N+](=O)[O-])n2cncn2)cc1	1	-17	-18	-5	/	/	/	/
COc1ccccc1Nc1nc(N)nc(CSc2nncn2C)n1	12	11	4	-5	3	2	-3	0
Cn1c(=O)c2cc(NC(=O)c3ccccc3Cl)c(=O)oc2n(C)c1=O	7	8	-22	6	0	-5	0	16
COC(=O)c1ccc(Cl)c(NC(=O)NC23CC4CC(CC(C4)C2)C3)c1	8	-3	10	9	-1	10	6	7
Cc1ccn2cc(-c3cccc(NC(=O)c4ccccc4)c3)nc2c1	40	49	9	29	4	16	15	-109
Cc1ccc(C(=O)NCCNC(=O)c2cccnc2)cc1	3	-2	-2	-1	2	-10	-7	6
CCOC(=O)CN(C(=O)CSc1nnc(CNc2ccc(C)cc2C)o1)c1ccccc1	1	13	10	2	0	-1	-2	5
CCOC(=O)c1sc(SC)nc1N	-8	-17	-15	-5	3	5	-6	16
O=C(CCN1CCc2ccccc2C1)Nc1ccccc1	1	-11	6	-9	-23	-1	4	-18
CSCC[C@H](NC(=O)OCc1ccccc1)C(=O)O	0	-2	-8	1	1	-14	-8	10
CC(C)c1cccc(C(C)C)c1NC(=O)CCN1C(=O)NC2(CCCC2)C1=O	7	8	-3	1	1	0	-9	9
COC(=O)c1ccccc1NC(=O)CN1C(=O)c2ccccc2S1(=O)=O	-1	1	0	-4	1	8	-6	8
S=C(Nc1ccc(Cl)c(Cl)c1)N1CCCC1	5	1	3	-2	2	-3	-7	27
CN1C(=O)c2cccc(NC(=O)CCc3ccccc3)c2C1=O	-4	-4	2	13	-10	5	-3	-370
Cc1ccc(NC(=O)c2cccnc2)cc1S(=O)(=O)N1CCOCC1	-10	-7	-6	-5	-9	-5	-4	0
Oc1c(Cl)cc(Cl)c(Cl)c1Cc1c(O)c(Cl)cc(Cl)c1Cl	-11	29	16	28	2	-28	6	1
O=C(NCCCN1CCOCC1)c1ccc2c(=O)n(-c3ccc(F)c(Cl)c3)c(=S)[nH]c2c1	-4	-5	15	2	-1	19	-4	3
O=C(Nc1ccccc1)C1=C[C@H](c2ccccc2)C[C@H](OCc2ccc(CO)cc2)O1	5	-7	5	2	1	9	4	16
O=C(COc1cccc2ccccc12)NNC(=O)CSCCO	/	/	/	/	2	-18	-5	11
CC(C)N=C(N)N=C(N)Nc1ccc(Cl)cc1	-6	2	13	-6	2	2	0	12
COc1ccc2[nH]c(C)c(CCNC(=S)Nc3cccc(C)c3)c2c1	10	-13	7	-9	0	-9	-1	2
COC(=O)c1sc2nc(SCc3cccc(F)c3)n(N)c(=O)c2c1C	-4	-1	-2	-2	-1	-1	2	-24
Cc1ccc(S(=O)(=O)Cn2nnnc2C(CC(C)C)N2CCC(C(N)=O)CC2)cc1 (stereo not drawn)	-10	-21	11	-16	1	-23	-5	8
O=C(NN1CCN(Cc2ccccc2)CC1)c1ccc(Cl)cc1	0	6	-14	6	2	13	-4	-1
COc1ccccc1C(=O)NCCc1nc2ccccc2n1C	-4	-23	4	-3	1	0	-10	4
O=C(NC(CC(=O)N1CCN(c2ccccc2O)CC1)c1ccccc1)c1ccccc1Cl (stereo not drawn)	5	2	34	4	-2	-14	2	16
Cc1cc(NC(=O)C2CCCCC2)ncc1NC(=O)c1ccccn1	2	3	-10	-10	10	10	-3	9
O=C(Nc1cc(Cl)ccc1-n1cncn1)c1ccc(Br)o1	0	0	7	7	-17	10	-1	-161
Cc1ccc(NC(=O)CC(=O)Nc2ccc(C)cc2C)c(C)c1	0	11	0	2	0	-6	-1	11

Additional results follow:
SMILES	SENP7 block	SENP6 inh	Apaf1 inhib	SENP8 block-1	SENP1 inh	PfG6PD inh	HKDC1 inh	SENP8 block-2
CC(=O)Nc1ccc(NC(=O)c2c([N+](=O)[O-])c(C(C)(C)C)nn2C)cc1	6	-4	0	-7	0	0	-7	24
O=C(Nc1ccc2c(c1)CCC2)c1ccc(F)c(S(=O)(=O)N2CCOCC2)c1	-5	7	11	-5	0	4	-7	6
Cc1c(C(=O)Nc2ccncc2)oc2ccccc12	20	33	1	3	2	13	5	23
COC(=O)c1sc(S(=O)(=O)NC(Cc2ccccc2)C(=O)O)c(C(=O)OC)c1C (stereo not drawn)	4	3	2	-3	1	-7	-5	2
